Screens as filed in PubChem BioAssay.
GSK3 alpha inh = inhibitors of human GSK-3 alpha kinase; P49840; ADP-Glo luminescence, 60 min; inhibition, % at 10 µM; 320,000 tested, 0.1% active; AID 2650;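 in the data active = inhibition above about 50%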;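 note: GST-tagged GSK-3 alpha with peptide substrate and 25 µM ATP; 0% = DMSO neutral wells and 100% = GW8510 positive control wells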
Target sequence (P49840 whole entry, looked up): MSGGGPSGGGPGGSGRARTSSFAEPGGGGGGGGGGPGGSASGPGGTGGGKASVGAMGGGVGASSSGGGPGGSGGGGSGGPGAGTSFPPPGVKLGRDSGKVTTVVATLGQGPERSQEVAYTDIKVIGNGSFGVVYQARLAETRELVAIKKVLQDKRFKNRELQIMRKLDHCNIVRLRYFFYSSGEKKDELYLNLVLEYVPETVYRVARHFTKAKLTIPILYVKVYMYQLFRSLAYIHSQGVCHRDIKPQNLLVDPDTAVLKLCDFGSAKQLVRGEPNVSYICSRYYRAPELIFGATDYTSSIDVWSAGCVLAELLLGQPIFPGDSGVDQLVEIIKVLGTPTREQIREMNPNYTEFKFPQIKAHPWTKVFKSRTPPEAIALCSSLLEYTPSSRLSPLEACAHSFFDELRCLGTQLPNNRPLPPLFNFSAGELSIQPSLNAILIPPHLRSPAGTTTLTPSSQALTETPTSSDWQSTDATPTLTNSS
HSF1 inh = HSF1 inhibition | NIH3T3-HGL HSE-luciferase, MG132-induced, luminescence 8 h; stronger effect = lower value | activity change, negative = inhibition, % at 7.5 µM (by protocol) | 300,000 tested, 0.77% active | AID 2098;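 active = more than half of replicate wells show activity change below -50%, luminescence cut by over half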;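 note: luciferase reports HSF-1 transcriptional activity via heat shock element; 0% = median of DMSO wells and -100% = zero luminescence signal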
PolyA inhibitor = blocks polyadenylation in yeast reporter cells. calls only at 12 µM. S. cerevisiae SKY197-pL101 polyadenylation reporter, beta-gal luminescence; efflux-impaired pdr1/pdr3 knockout yeast; score 100 = 6 SD above DMSO. 300,000 tested, 0.02% active;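 active = lowest replicate activity score at least 50, where 100 means six control SD above control mean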;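 note: yeast exposed to compound for 9 h at 30 °C; higher score means more reporter readthrough which indicates perturbed polyadenylation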
HSP90 inh = HSP90 refolding inhibition in rabbit reticulocyte lysate | 290,000 tested, 0.91% active | AID 1789 | inhibition, % at 5.6 µM | luciferase refolding luminescence, 3 h;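 active = inhibition above the screen-wide mean plus 3 SD, computed separately per campaign, cut at about 16% in these data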;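 note: 0% = DMSO wells and 100% = 60 µM geldanamycin wells; inhibitors lower the luminescence because luciferase stays unfolded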
HDAC3 inhib = blocks human histone deacetylase 3. recombinant HDAC3, fluorogenic peptide/trypsin coupled, fluorescence. inhibition, % at 8.3 µM. O15379. 320,000 tested, 0.15% active. AID 2718; in the data active = inhibition above about 26%, passing the limit was not always enough
Target sequence (O15379 whole entry, looked up): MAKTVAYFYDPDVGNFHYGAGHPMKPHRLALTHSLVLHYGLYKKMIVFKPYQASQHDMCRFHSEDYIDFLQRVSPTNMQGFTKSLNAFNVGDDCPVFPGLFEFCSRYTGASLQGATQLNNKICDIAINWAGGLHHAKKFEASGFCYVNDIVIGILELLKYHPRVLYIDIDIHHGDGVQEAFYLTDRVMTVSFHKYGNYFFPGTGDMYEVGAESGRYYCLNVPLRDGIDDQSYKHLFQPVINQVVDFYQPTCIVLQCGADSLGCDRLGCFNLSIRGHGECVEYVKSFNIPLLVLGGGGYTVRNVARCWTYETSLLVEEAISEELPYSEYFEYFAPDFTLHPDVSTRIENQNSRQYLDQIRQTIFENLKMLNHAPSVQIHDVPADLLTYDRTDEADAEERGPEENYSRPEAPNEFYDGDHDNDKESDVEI
Platelet DG rel = platelet dense granule release activity. human platelet-rich plasma, SFLLRN dense granule ATP release, luminescence. inhibition, %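 (compounds screened at 7.5 µM in platelet-rich plasma)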. 300,000 tested, 0.22% active;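 active = mean replicate score, as percent of positive control, at or above 50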
GSK3B inh = inhibitors of human GSK3beta kinase. GST-GSK3beta kinase, ADP-Glo luminescence, 60 min; stronger effect = lower value. AID 2097. activity score (negative = inhibition), % at 10 µM. 300,000 tested, 0.038% active;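 active = more than half of replicate wells score below -50%, meaning over 50% inhibition versus plate controls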;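 note: 0% = median DMSO wells and -100% = median GW8510 positive control wells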
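Assay system: GST-fused GSK3beta enzyme, cell-free / Medium: Tris pH 7.5 buffer with MgCl2, DTT, BSA, heparin / Also added: peptide substrate plus 25 µM ATP (final) / Compound: 10 µM single point / Timing: kinase reaction with compound 60 min at room temperature / Detection: ADP-Glo luminescence / Benchmarks: DMSO neutral wells and GW8510 at 20 µM as positive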
DYRK1A inh = blocks rat Dyrk1A kinase activity; Q63470; AID 504441; 310,000 tested, 0.43% active; inhibition, % at 12.5 µM; ADP-Glo luminescence, NFATc1 peptide; in the data active = inhibition above about 50%;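 note: plate controls were vehicle with enzyme for no effect and no enzyme for full effect; many of its hits are not listed in these tables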
AI-2 QS modul = modulates the Vibrio harveyi AI-2 quorum sensing system | AID 2094 | activity change, % at 7.5 µM | 300,000 tested, 0.4% active | Vibrio harveyi JMH597 AI-2 luminescence/OD600 ratio, 9 h; stronger effect = lower value; strain lacks LuxN and CqsS sensors; 0 = neutral-control median; in the data active = activity change below about -75%, passing the limit was not always enough;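 note: luminescence divided by OD600 gain over 9 h not by final OD600 alone; inactives centre near 13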
HSF-1 act = increases HSF-1 driven luciferase reporter signal. activation, % at 9 µM. NIH3T3-HGL HSF-1 luciferase reporter, MG132, 8 h; 100% = twice DMSO control signal. 300,000 tested, 1.7% active. AID 504408;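 active = mean replicate activation of at least 50% with a set share of replicates each reaching 50%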;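 note: 0% = median of the neutral control wells and 100% = twice that signal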
An asterisk follows results filed as active; i = inactive; / = no result given. A portion of the library, so the mix of outcomes need not match the whole.

A first look (seven entries):
Molecule,GSK3 alpha inh,HSF1 inh,PolyA inhibitor,HSP90 inh,HDAC3 inhib,Platelet DG rel,GSK3B inh,DYRK1A inh,AI-2 QS modul,HSF-1 act
O=C(c1cccc(Cl)c1)N1CCN(C(=O)c2ccccc2F)CC1,0,-7,i,5,0,11,3,/,22,-13
O=C(COc1ccc(/C=N/NS(=O)(=O)c2ccccc2)cc1)Nc1ccccc1,-2,13,i,-4,-1,-8,3,3,19,18
COC(=O)c1ccc(CS(=O)(=O)c2ccc(C)cc2)cc1,0,-3,i,-4,2,4,0,/,6,-2
O=C(CNC(=O)c1sc2ccccc2c1Cl)NCc1cccc(C(F)(F)F)c1,-3,-2,i,/,/,4,6,/,7,0
O=C(O)c1cc(NC(=O)c2ccc(Br)cc2)cc(NC(=O)c2ccc(Br)cc2)c1,-4,3,i,-5,8,0,-1,3,15,10
CCC(C)NC(=S)N1CCN(Cc2ccccc2)CC1 (stereo not given),-1,3,i,-1,-7,1,4,-1,18,1
COC(=O)c1ccccc1NC(=O)NC1CCN(Cc2ccccc2)CC1,8,-2,i,0,2,3,3,-5,19,-3

The list itself, previewed entries included:
Molecule,GSK3 alpha inh,HSF1 inh,PolyA inhibitor,HSP90 inh,HDAC3 inhib,Platelet DG rel,GSK3B inh,DYRK1A inh,AI-2 QS modul,HSF-1 act
O=C(c1cccc(Cl)c1)N1CCN(C(=O)c2ccccc2F)CC1,0,-7,i,5,0,11,3,/,22,-13
O=C(COc1ccc(/C=N/NS(=O)(=O)c2ccccc2)cc1)Nc1ccccc1,-2,13,i,-4,-1,-8,3,3,19,18
COC(=O)c1ccc(CS(=O)(=O)c2ccc(C)cc2)cc1,0,-3,i,-4,2,4,0,/,6,-2
O=C(CNC(=O)c1sc2ccccc2c1Cl)NCc1cccc(C(F)(F)F)c1,-3,-2,i,/,/,4,6,/,7,0
O=C(O)c1cc(NC(=O)c2ccc(Br)cc2)cc(NC(=O)c2ccc(Br)cc2)c1,-4,3,i,-5,8,0,-1,3,15,10
CCC(C)NC(=S)N1CCN(Cc2ccccc2)CC1 (stereo not given),-1,3,i,-1,-7,1,4,-1,18,1
COC(=O)c1ccccc1NC(=O)NC1CCN(Cc2ccccc2)CC1,8,-2,i,0,2,3,3,-5,19,-3
CSCC[C@H](N)C(=O)N1CCC(C(=O)N[C@H](C)C(=O)Nc2ccc(C(C)C)cc2)CC1,21,-20,i,-1,-4,-12,-13,0,44,-35

In another format: entries from further up
GSK3 alpha inh | HSF1 inh | PolyA inhibitor | HSP90 inh | HDAC3 inhib | Platelet DG rel | GSK3B inh | DYRK1A inh | AI-2 QS modul | HSF-1 act | molecule
-4 | 3 | i | -5 | 8 | 0 | -1 | 3 | 15 | 10 | O=C(O)c1cc(NC(=O)c2ccc(Br)cc2)cc(NC(=O)c2ccc(Br)cc2)c1
-1 | 3 | i | -1 | -7 | 1 | 4 | -1 | 18 | 1 | CCC(C)NC(=S)N1CCN(Cc2ccccc2)CC1 (stereo not given)

Next part.
Molecule,GSK3 alpha inh,HSF1 inh,PolyA inhibitor,HSP90 inh,HDAC3 inhib,Platelet DG rel,GSK3B inh,DYRK1A inh,AI-2 QS modul,HSF-1 act
Cc1ccc(S(=O)(=O)N2CCCCC2)cc1NC(=O)CSc1nncn1-c1ccccc1,/,-3,i,1,1,-7,-4,-2,-3,6
CCN(CC)S(=O)(=O)c1cccc(C(=O)OCC(=O)c2ccc3c(c2)NC(=O)CO3)c1,-2,2,i,-4,-11,19,4,-3,17,1
COc1cccc(C2CC(c3cccs3)=NN2C(=O)CSc2nc3ccccc3s2)c1OC (stereo not given),0,6,i,8,-5,-7,5,-6,27,-8
Cc1nn(Cc2ccc(F)cc2)c(C)c1NC(=O)C1c2ccccc2Oc2ccccc21,7,9,i,-3,-4,-28,1,-3,25,-3
O=C(Nc1nncs1)C(Sc1ccccc1)c1ccccc1 (stereo not given),-1,8,i,-3,5,6,2,-1,23,11
CCOC(=O)c1cnc2ccc(C(=O)OC)cc2c1Nc1ccc(C(=O)O)cc1,14,-5,i,-1,5,-5,0,15,26,-6
CCc1nc(NCCN)c(C#N)c2c1CSC(C)(C)C2,-2,-1,i,2,-1,-1,2,5,7,-2
COCCOc1cc(NC(=O)CS(=O)CC(=O)N(C)C)c(Cl)cc1Cl (stereo not given),-1,-4,i,-2,5,10,3,-7,17,-6
CCCCn1nnnc1SCC(=O)Nc1ccc(F)cc1,4,2,i,-2,-7,-3,1,-3,-7,8
O=C(c1ccccc1Br)N1CCC(c2nc3ccccc3s2)CC1,1,1,/,3,-1,11,3,6,10,-3
CCCc1cc(=O)oc2cc(C)cc(OCC(=O)NCc3cccnc3)c12,16,2,i,-7,-42,-4,-4,14,26,-2
CC(C)=CCN1CCNC(=O)C1CC(=O)NCc1nc(C)c(C)s1 (stereo not given),1,-7,i,1,2,0,4,-2,14,2
CCS(=O)(=O)C1=NSC2=NC(=O)/C(=C\c3ccc(OS(=O)(=O)c4ccccc4)cc3)C(=N)N21,-2,-4,i,1,4,5,-1,2,19,16
Cc1ccc(C)c(COC(=O)c2cc([N+](=O)[O-])ccc2N2CCOCC2)c1,0,4,i,/,4,-1,1,9,19,2
O=C1CCC2(C(=O)O)Sc3ccccc3N12 (stereo not given),-3,-1,i,1,-9,-6,-1,-3,-6,3
C[N+](C)(CC#N)C/C=C\c1ccccc1,-2,2,i,4,/,-7,-3,4,15,1
Cc1nc(SCC(=O)NC(=O)NCCC(C)C)c2c(-c3cccs3)csc2n1,-1,15,i,-3,1,7,-1,0,14,3
COC(=O)C1CCN(C(=O)N2CCOCC2)CC1,0,/,i,-2,/,1,-1,-3,9,/
O=C(COc1ccccc1)Nc1c(C(=O)N2CCC(N3CCCCC3)CC2)oc2ccccc12,/,-10,i,2,-5,-2,2,0,15,-5
O=C(CSc1nnnn1-c1cccnc1)NCc1cccs1,2,-1,i,0,0,-2,1,4,-1,-28
O=C(Cn1ccc([N+](=O)[O-])n1)N1CCCCCC1,2,-9,/,0,-3,16,3,-3,10,-1
CS(=O)(=O)c1ccc2nc(NC(=O)Nc3ccccc3F)sc2c1,1,11,i,18*,-2,-2,-7,-2,13,30
Cc1ccc(CNC(C)(C)CO)cc1,-1,3,i,-2,-5,33,2,0,22,9
CNC(=O)c1sc(=S)n(-c2ccc(OC)cc2)c1N,-2,1,i,-2,10,-9,1,-4,9,-14
O=C(Nc1ccc(Cl)cc1)c1ccc(CN2CCc3ccccc3C2)cc1,-2,-4,i,0,-10,1,-2,0,1,25
CCCN1C2=NCCCN2c2ccccc21,0,-11,i,3,-4,-2,1,-6,31,4
S=c1[nH]ccn1Cc1ccccc1,-2,0,i,-3,-5,4,2,/,15,10
COCCN1C=C2C(=O)C(C)(OC(=O)C3CCCC3)C(=O)C=C2C=C1c1ccsc1 (stereo not given),-3,0,i,/,1,-4,0,8,22,16
Cc1ccc(S(=O)(=O)N(C)C)cc1NC(=O)C1CCC1,-2,-8,i,-2,6,-5,-1,-1,22,-30
C=CCN(CC=C)C(=O)COn1nnc2ccc(S(=O)(=O)N3CCOCC3)cc21,-3,-3,i,/,-3,12,0,-3,8,-11
COCC(=O)N1CCC(Oc2ccc(C(=O)NCc3cnc(C)cn3)cc2)CC1,-3,-1,i,-1,3,6,4,1,0,-9
Cc1ccccc1C(=O)Nc1ccc2c(c1)CCCN2C(=O)c1cccs1,0,2,i,2,0,5,0,3,11,0
CSc1nnc(-c2sccc2-n2cccc2)o1,3,1,i,-1,7,9,0,5,12,-2
Cc1cccc(-c2nc(CNC(=O)c3ccco3)cs2)c1,-3,20,i,-1,-2,7,0,/,-20,29
COc1cc(-c2noc(C)n2)cc(OC)c1OC,-1,3,i,5,-7,-12,1,3,20,9
O=C(CN1C(=O)/C(=C/c2ccccc2)SC1=S)NC1C=CS(=O)(=O)C1 (stereo not given),3,-1,i,1,4,-18,-1,/,11,-8
CCN1CCN(c2nc(N)c([N+](=O)[O-])c(Nc3ccc(C)cc3)n2)CC1,0,0,i,-6,-3,-5,-8,4,36,-3
CC(Sc1nc(N)cc(=O)[nH]1)C(=O)Nc1nc2c(s1)CCCC2 (stereo not given),1,-8,i,-1,0,-5,-1,-1,24,-11
COc1ccc(CNC(=O)CSc2ncn[nH]2)cc1OC,-2,-10,i,5,1,6,-1,8,-3,-20
COc1ccc(N(CC(=O)NC2CCCCCC2)S(=O)(=O)c2ccccc2)cc1Cl,-1,12,i,0,-5,-12,2,-3,18,19
CCOc1ccc(S(=O)(=O)N2CCC(C(=O)OCc3ccc(OC)cc3)CC2)cc1,3,2,i,/,7,-41,-2,15,13,10
Cc1[nH]nc(SCC(=O)NCc2ccccc2)c1[N+](=O)[O-],/,-13,i,-2,/,-14,-1,-10,18,-4
Cc1ccccc1NC(=S)NC(C)C(c1cccs1)N1CCOCC1 (stereo not given),0,-31,i,0,-5,11,-2,-3,8,-44
O=C1CN(S(=O)(=O)c2ccccc2)c2ccccc2N1,-2,-4,i,3,-5,-3,1,-5,16,5
Cc1cc(C(F)F)n2nc(C(=O)Nc3ccccc3F)nc2n1,-1,-2,i,1,0,6,-2,0,41,6
CN1CCN(c2ccc(NC(=O)COc3ccc4ccccc4c3)cc2)CC1,1,21,i,4,4,5,0,-7,9,22
COc1ccccc1C(C)NCC(=O)NCC(=O)Nc1ccc(F)c(F)c1F (stereo not given),-1,-7,i,-3,-8,-4,4,0,6,3
COC(=O)C1=C(C)N(C)C(=O)/C1=C\c1ccco1,1,-14,i,3,12,-7,-4,5,9,-6
CCOC(=O)CN1c2ccccc2NC(=O)CC1C (stereo not given),-1,-3,i,2,-1,-3,-2,7,-4,-8
O=C(Nc1ccc(N2CCOCC2)cc1)c1ccc(Br)o1,-3,-2,i,14,2,5,0,3,24,31
COc1ccc(Br)cc1C(=O)Nc1ccc(O)cc1,0,2,i,-3,-5,-6,-4,0,15,-7

Already shown: two of the compounds above.
Molecule,GSK3 alpha inh,HSF1 inh,PolyA inhibitor,HSP90 inh,HDAC3 inhib,Platelet DG rel,GSK3B inh,DYRK1A inh,AI-2 QS modul,HSF-1 act
COC(=O)C1=C(C)N(C)C(=O)/C1=C\c1ccco1,1,-14,i,3,12,-7,-4,5,9,-6
CCOC(=O)CN1c2ccccc2NC(=O)CC1C (stereo not given),-1,-3,i,2,-1,-3,-2,7,-4,-8
